Source: PubChem BioAssay (National Center for Advancing Translational Sciences (NCATS))
G9a inh = inhibitors of human histone lysine methyltransferase G9a; Q96KQ7; G9a H3K9 monomethylation, AlphaScreen, 2 h; Potency, µM (doses to about 102 µM), for inactives: at the highest dose activity, negative = inhibition, actives largely listed as inhibitors; hit rate 8.8% among 350,000; also: potency is read from the fitted curve at half-maximal effect; % is scaled to controls: 0 for no effect and ±100 for the full control effect; nearly all actives have a fitted effect of over 75% in size
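Step 1: enzyme (final 20 nM) with compound, 15 min RT. Step 2: substrate peptide 500 nM and SAM 20 uM, 2 h RT. Step 3: anti-H3K9me1 antibody and AlphaScreen beads, 10 min, then plate read.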
PI4K2A inh = blocks human PI4K2A kinase activity | purified PI4K2A, ADP-Glo luminescence, 1 h; active compounds read low | activity change, negative = inhibition, % at 76.9 µM | hit rate 0.13% among 420,000 | AID 1346378; in the data active = activity change below about -50%; inconclusive = mostly about -30% to -49%;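 also: -100% = wells without enzyme as full effect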
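ADP-Glo luminescence measured ADP generated by PI4K2A enzyme (4 ug/mL before mixing) with 1.2 mM PI substrate (pre-mix) and 300 microM ATP (pre-mix). Tris pH7.5 buffer with MgCl2, Triton X-100; 1 h reaction at ambient temperature.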
PGK inhibitor = blocks T. brucei phosphoglycerate kinase; PGK/GAPDH coupled, Kinase-Glo luminescence, 60 min; Potency, µM (titrated, usually from 57.5 µM), for the others: at the top dose activity change, negative = inhibition, actives largely listed as inhibitors; hit rate 0.043% among 380,000; also: potency is read from the fitted curve at half-maximal effect; % is scaled to controls: 0 for no effect and ±100 for the full control effect; nearly all actives have a fitted effect of over 60% in size
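Luminescent ATP detection (Kinase-Glo Plus) follows a 60-minute room-temperature incubation, with wells lacking PGK as controls. Buffer: 100 mM TEA (pH 7.6), 5 mM MgCl2, 0.01% Tween-20. Coupling enzyme GAPDH (100 nM final) supplies unstable 1,3-BPG in-well.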
BAZ2B block = BAZ2B (human) inhibition; Q9UIF8; AlphaScreen BAZ2B-H3K14Ac peptide displacement; Potency, µM (series often up to 114 µM), without a hit: at the top dose activity change, negative = inhibition, most hits filed as inhibitors; hit rate 4.4% among 360,000; also: potency is read from the fitted curve at half-maximal effect; % is scaled to controls: 0 for no effect and ±100 for the full control effect; nearly all actives have a fitted effect of over 60% in size
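AlphaScreen displacement of biotin-H3(5-23)K14Ac peptide (50 nM final) from BAZ2B (50 nM final) in PBS pH 7.4, 0.01% Tween-20; complex preformed 30 min RT, then compounds (top 110 uM) 30 min RT, beads 20 min dark.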
Pol eta inh = blocks human DNA polymerase eta activity. Q9Y253. recombinant Pol eta, fluorescent DNA replication assay. Potency, µM (titrated, usually from 114 µM), for inactives: at the top dose activity change, negative = inhibition, most hits filed as inhibitors. hit rate 1.2% among 390,000. AID 588591; also: potency is read from the fitted curve at half-maximal effect; % is scaled to controls: 0 for no effect and ±100 for the full control effect
Target sequence (Q9Y253 whole entry, looked up): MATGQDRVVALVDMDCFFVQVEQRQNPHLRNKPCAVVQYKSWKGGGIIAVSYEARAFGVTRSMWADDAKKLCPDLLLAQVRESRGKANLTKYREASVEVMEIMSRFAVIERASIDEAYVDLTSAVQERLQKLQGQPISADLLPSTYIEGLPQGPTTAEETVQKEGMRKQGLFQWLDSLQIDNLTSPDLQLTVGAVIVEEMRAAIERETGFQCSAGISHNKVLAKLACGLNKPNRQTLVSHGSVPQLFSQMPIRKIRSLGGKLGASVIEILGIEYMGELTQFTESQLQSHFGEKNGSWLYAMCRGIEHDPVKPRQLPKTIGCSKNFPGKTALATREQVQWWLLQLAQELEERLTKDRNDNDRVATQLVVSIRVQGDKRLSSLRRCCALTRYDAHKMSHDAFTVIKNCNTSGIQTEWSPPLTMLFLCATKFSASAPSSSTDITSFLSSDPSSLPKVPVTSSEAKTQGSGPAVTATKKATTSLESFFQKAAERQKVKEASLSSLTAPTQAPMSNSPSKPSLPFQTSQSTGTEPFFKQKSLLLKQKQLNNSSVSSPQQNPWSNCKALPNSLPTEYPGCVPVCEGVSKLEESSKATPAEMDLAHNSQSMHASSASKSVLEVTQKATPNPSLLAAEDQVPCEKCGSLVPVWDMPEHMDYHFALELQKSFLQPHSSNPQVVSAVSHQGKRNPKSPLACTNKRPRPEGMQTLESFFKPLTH
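Fluorescent replication assay: 50 nM final substrate added after a 15 min room-temperature compound preincubation with 10 nM enzyme. Signal taken at 0 min and again at 10 min.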
HP1b chromo inh = HP1-beta chromodomain-methylated histone interaction inhibition; P83916; AlphaScreen HP1-beta / biotin-H3K9me3 peptide binding; Potency, µM (titrated, usually from 114 µM), without a hit: top-dose activity change, negative = inhibition, usual class: inhibitors; hit rate 0.56% among 390,000; also: potency is read from the fitted curve at half-maximal effect; nearly all actives have a fitted effect of over 70% in size; inactives centre near 23
Target sequence (P83916 whole entry, looked up): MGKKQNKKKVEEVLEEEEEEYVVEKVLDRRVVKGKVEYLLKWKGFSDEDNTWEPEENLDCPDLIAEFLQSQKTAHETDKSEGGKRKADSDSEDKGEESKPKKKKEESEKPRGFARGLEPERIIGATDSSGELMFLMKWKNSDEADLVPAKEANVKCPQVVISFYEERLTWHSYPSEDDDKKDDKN
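HP1-beta protein (50 nM final) preincubated 30 min at room temperature with biotinylated H3(1-18)K9me3 peptide (50 nM) in PBS pH 7.4, 0.01% Tween-20, then compound added for 30 min. AlphaScreen streptavidin donor/nickel chelate acceptor beads (10 ug/mL final), 30 min dark, luminescence read.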
GLS inhibitor = blocks human kidney-isoform glutaminase activity | O94925 | GLS enzymatic activity, qHTS titration | Potency, µM (top dose mostly 45.5 µM), inactives show at the top dose activity change, negative = inhibition, usual class: inhibitors | hit rate 0.21% among 410,000 | AID 624170; also: potency is read from the fitted curve at half-maximal effect; % is scaled to controls: 0 for no effect and ±100 for the full control effect
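hKGA in 45 mM KH2PO4 pH 8.2, 0.02% Tween-20 with pin-transferred compounds; 1 mM L-glutamine (stock) plus glutamate oxidase/HRP/Amplex Red coupling added. Fluorescence read initially and after 30 min at RT.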
JMJD2A Tudor inh = JMJD2A Tudor domain (human) inhibition; AID 504339; Potency, µM (titrated, usually from 114 µM), inactives show at the top dose activity change, negative = inhibition, most hits filed as inhibitors; hit rate 4.4% among 390,000; O75164; AlphaScreen JMJD2A-Tudor / H3K4me3 peptide binding; also: potency is read from the fitted curve at half-maximal effect; % is scaled to controls: 0 for no effect and ±100 for the full control effect; nearly all actives have a fitted effect of over 50% in size
Pin1 inh = human Pin1 inhibition | Q13526 | Pin1 FP peptide displacement, HiFluor488, 10 min | Potency, µM (doses to about 115 µM), inactives show at the top dose activity, negative = inhibition, actives largely listed as inhibitors | hit rate 0.009% among 390,000 | AID 504891; active = well fitted inhibition curve with a large enough effect in the polarisation, with a control signal flat, not every such curve was filed as active; inconclusive = small, poorly fitted or top-dose-only effect, or effect the other way, or a change in a side signal; inactive = no such curve, though single readings can be large or run the other way; the % refers to the polarisation; also: potency is read from the fitted curve at half-maximal effect; % is scaled to controls: 0 for no effect and ±100 for the full control effect
Target sequence (Q13526 whole entry, looked up): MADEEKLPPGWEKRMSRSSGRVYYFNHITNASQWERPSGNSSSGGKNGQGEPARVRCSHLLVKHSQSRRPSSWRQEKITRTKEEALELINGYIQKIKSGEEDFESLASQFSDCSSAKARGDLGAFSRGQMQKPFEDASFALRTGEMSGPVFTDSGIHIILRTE
An asterisk follows results filed as active; i = inactive; u = inconclusive; x = not tested or not shown; [ ] = dose if it differs, or a comment. Unless noted, calls follow the shape of the dose curve; as a rule, active = well fitted curve in the direction sought with a large enough effect; inconclusive = small, poorly fitted or top-dose-only effect, or another doubt; inactive = no such curve, though single readings can be large; an effect the other way counts as inactive or inconclusive. An excerpt; the hit share may differ from the screen's.

Values run as follows: G9a inh | PI4K2A inh | PGK inhibitor | BAZ2B block | Pol eta inh | HP1b chromo inh | GLS inhibitor | JMJD2A Tudor inh | Pin1 inh
CC(c1ccccc1F)n1cc(C(=O)NCCCc2nc3ccccc3[nH]2)nn1 (stereo not drawn)
  8% | -11 | 14% | -12% | -12% | 0% | 0% | -11% | -4%
Cc1ccc(C)c(S(=O)(=O)N2CCN(C(=O)[C@H](Cc3ccccc3)NC(=O)c3ccco3)CC2)c1
  x | -2 | -1% | x | -3% | 6%[57 µM] | -10% | -26% | 1%
O=C1c2cccc3cccc(c23)C(=O)N1CCCCCc1n[nH]c(=S)o1
  2.5µM* | -10 | -7% | -32% | -3% | 8% | 22% | 89µM* | 1%
COC(=O)c1sccc1NC(=S)N1CCCC(C)C1 (stereo not drawn)
  32%[activator][59 µM] | 0 | -4% | 5% | -18% | 62%[activator] | 10% | 23%[57.1 µM] | 0%
O=C(c1cccc([N+](=O)[O-])c1)c1ccc2c(c1)OCCOCCOCCOCCO2
  8% | -1 | 0% | 0% | -16% | 9% | -4% | -1% | -2%
CC(C)COc1ccc(C(=O)Nc2ccc([N+](=O)[O-])cc2)cc1
  24%[59 µM] | 5 | i | -2% | -21% | -13% | -7% | -7% | -1%
O=C(CN1CCN(Cc2ccc(Cl)cc2)C1=O)NCCCN1CCN(c2ccc(F)cc2)CC1
  -14% | -4 | 3% | -11% | 2% | -2% | 25% | -23% | 1%
C[C@H]1CN([C@@H](C)CO)C(=O)c2cc(C#CCC3CCCC3)cnc2O[C@@H]1CN(C)C(=O)CC1CC1
  x | -16 | 0% | x | -15% | x | -17% | x | x
COC(=O)c1ccc(OC)c(Cn2c(=O)n(-c3ccc(C)cc3)c(=O)c3c2cnn3C)c1
  -26%[59 µM] | -1 | -9% | -2% | -2% | 25% | 4% | -7% | 17%
O=C(NCc1cccc(Br)c1)c1ccc(-n2cnc3cccnc32)cc1
  -24%[59 µM] | 1 | -4% | -7% | -2% | 37% | -11% | -16% | u
CCOc1cc(C(=O)NCC(C)CN(C)C)cc(OCC)c1OCC (stereo not drawn)
  -7%[59 µM] | 1 | x | 8% | -2% | 7% | u | -2% | u
O=C(OCc1nnc(-c2ccccc2)o1)c1ccc([N+](=O)[O-])o1
  u | -4 | -10% | 7% | 1% | 21% | -4% | -15% | -5%
CN(Cc1ccccc1)c1ncc(C=O)s1
  x | -2 | 5% | 12% | -3% | 22% | 2% | 4% | 2%
COc1ccc(C(CC(=O)O)NC(=O)c2ccccc2[N+](=O)[O-])cc1 (stereo not drawn)
  x | 1 | 9% | 4% | -4% | 47%[activator] | 5% | -6% | 8%
Cc1cc(C(=O)NC2=NCCS2)cs1
  -31%[59 µM] | 0 | 0% | -19% | 4% | 17% | 4% | -16% | -3%

Other records:
Molecule | G9a inh | PI4K2A inh | PGK inhibitor | BAZ2B block | Pol eta inh | HP1b chromo inh | GLS inhibitor | JMJD2A Tudor inh | Pin1 inh
C[n+]1cccc(C(=O)Nc2ccccc2)c1 | u | -3 | i | -1% | -9% | 50%[activator] | 0% | -3% | -1%
Cc1cc(=O)[nH]c(/N=C(\N)Nc2cccc3ccccc23)n1 | 79µM* | -1 | -1% | 56µM* | u | 15% | 13% | u | u
CCC(=O)NCc1ccc2[nH]c(C)cc2c1 | 35µM* | -2 | -9% | -16% | -11% | 32% | 14% | -18% | -2%
CC1CCCC(NC(=O)NC(=O)CCl)C1C (stereo not drawn) | u | 2 | -3% | -5% | u | 38% | 2% | -7% | -3%
Cn1c(N)c(C(=O)COC(=O)c2cccc(S(=O)(=O)NCc3ccccc3)c2)c(=O)n(C)c1=O | x | 0 | 0% | x | -16% | 17% | -1% | -13% | 42%[activator]
NC(=O)CC(NC(=O)c1ccccc1)c1ccc(NC2CCCCCCC2)c([N+](=O)[O-])c1 (stereo not drawn) | x | -1 | i | u | -1% | 40%[activator] | -5% | -32% | 36%[activator]
O=C(N/C(=C/c1ccc(Br)cc1)C(=O)N1CCOCC1)c1ccc(Br)o1 | 14% | -2 | i | -26% | -22% | 20% | 2% | -21% | 1%
CCCCOc1ccc(S(=O)(=O)Nc2ccc(-c3ccc(N4CCCCCC4)nn3)cc2)cc1 | -20%[59 µM] | 1 | i | -8% | -20% | 11%[57 µM] | -8% | -17% | 11%
Clc1ccccc1OCc1nnc(-c2ccccc2Br)o1 | 14%[59 µM] | 6 | i | 82%[activator] | 1% | 167% | 6% | 64%[activator] | 22%
Nc1nc2n(n1)C(c1c(F)cccc1Cl)CC(c1ccc(F)cc1)N2 (stereo not drawn) | 6%[59 µM] | 3 | -5% | 6% | -24% | 28% | 48%[activator] | -30% | 3%
CCCNC(=O)CN(Cc1ccco1)S(=O)(=O)c1ccc(OCC)cc1 | -35%[59 µM] | -1 | -9% | -7% | -4% | 16% | -2% | -3% | 3%
Cc1cc(C)c2c3c(sc2n1)C1(CCSCC1)C(C#N)=C(N)O3 | u | -2 | -5% | -12% | -12% | 0% | 23% | -30% | 6%
Cc1ccc(S(=O)(=O)N(C)c2ccc(C(=O)N3CCC(C(N)=O)CC3)cc2)cc1 | -3%[59 µM] | -4 | -7% | -5% | 3% | 4% | 1% | -19% | 0%
Cc1cc2c(cc1S(=O)(=O)N1CCN(c3cccc(C)c3C)CC1)OCC(=O)N2 | x | -1 | -5% | 15% | u | 23% | 0% | -8% | 3%
Cc1ccc(NC(=O)N2CCC(NC(=O)C(C)(C)C)CC2)cc1 | -36%[59 µM] | 0 | i | -20% | -2% | 64%[activator] | 1% | -11% | -1%
CC(NS(=O)(=O)c1ccc(OCC(=O)NCc2cccnc2)cc1)c1ccccc1 (stereo not drawn) | 21% | -3 | i | 0% | -14% | 28% | 4% | -7% | -3%
CCc1ccc(C(=O)NNC(=O)Cn2c(=O)cnc3ccccc32)cc1 | 32%[12.7 µM] | 2 | -1% | -6% | 1% | 30% | 13% | -6% | -5%
Cn1cccc1CC(=O)N/N=C/c1cccc([N+](=O)[O-])c1 | u | -21 | 0% | u | 4% | -22% | 16% | u | -4%
CC(=O)c1c(C(C)=O)c(C)n(-c2ccc(N)cc2)c1C | -46% | 3 | 7% | 1% | -9% | 18% | 13% | -14% | -13%
CNC(=O)CSc1nnc(CCc2ccccc2)n1-c1ccccc1 | -17%[59 µM] | -2 | -3% | 20% | 4% | 22% | 1% | -19% | -5%

Pulled by structure from the entries so far (5):
Molecule | G9a inh | PI4K2A inh | PGK inhibitor | BAZ2B block | Pol eta inh | HP1b chromo inh | GLS inhibitor | JMJD2A Tudor inh | Pin1 inh
CCCCOc1ccc(S(=O)(=O)Nc2ccc(-c3ccc(N4CCCCCC4)nn3)cc2)cc1 | -20%[59 µM] | 1 | i | -8% | -20% | 11%[57 µM] | -8% | -17% | 11%
CC1CCCC(NC(=O)NC(=O)CCl)C1C (stereo not drawn) | u | 2 | -3% | -5% | u | 38% | 2% | -7% | -3%
Cc1cc(=O)[nH]c(/N=C(\N)Nc2cccc3ccccc23)n1 | 79µM* | -1 | -1% | 56µM* | u | 15% | 13% | u | u
O=C(N/C(=C/c1ccc(Br)cc1)C(=O)N1CCOCC1)c1ccc(Br)o1 | 14% | -2 | i | -26% | -22% | 20% | 2% | -21% | 1%
O=C(c1cccc([N+](=O)[O-])c1)c1ccc2c(c1)OCCOCCOCCOCCO2 | 8% | -1 | 0% | 0% | -16% | 9% | -4% | -1% | -2%

Next part.
Molecule | G9a inh | PI4K2A inh | PGK inhibitor | BAZ2B block | Pol eta inh | HP1b chromo inh | GLS inhibitor | JMJD2A Tudor inh | Pin1 inh
Cc1ccc(NC(=O)Cn2c(=O)n(Cc3ccccc3)c(=O)c3c(C)c(C(=O)N(C)C)sc32)c(C)c1 | 1%[59 µM] | 6 | -5% | -8% | -23% | -7% | -6% | -18% | 0%
COC(=O)c1ccccc1Nc1cc(C)nc2nc(C)nn12 | -17% | -1 | 8% | -2% | -8% | 6% | 7% | u | -2%
CCCCn1c(SCC(=O)Nc2ccc(F)cc2)nc2c(sc3ccccc32)c1=O | 9%[59 µM] | 0 | 1% | -6% | -14% | 33% | -7% | 7% | 4%
CCOC(=O)C1CCCN(C(=O)c2sc3nc(C)nc(N(CC)CC)c3c2C)C1 (stereo not drawn) | 16%[59 µM] | 6 | -3% | 0% | -3% | 33% | 0% | -5% | -2%
COc1ccc(NC(=O)c2ccc3c(=O)n(-c4ccc(OC)cc4OC)c(=S)[nH]c3c2)cc1 | 37%[activator] | -1 | -9% | 2% | -18% | 11% | -12% | -27% | 6%
COc1cc(C(=O)Nc2ccc3c(c2)N(C(=O)CN2CCN(C)CC2)c2ccccc2CC3)cc(OC)c1OC | x | -1 | -1% | u | -17% | 12% | -6% | -9% | 6%
COc1ccc(OC)c(CCNC(=O)Cn2cccc2C(=O)c2ccccc2C)c1 | u | 2 | -11% | u | -25% | -25% | 0% | u | 9%
COc1cccc(C2=NOC(C(=O)NC(C)(C)C)C2)c1 (stereo not drawn) | -4% | 5 | i | -2% | 5% | 23% | 2% | -10% | 1%
CCc1c(C)sc(NC(=S)N2CC(C)OC(C)C2)c1C(=O)OC (stereo not drawn) | -7% | 5 | 2% | 1% | -16% | 27% | 0% | -11% | 5%
